# GLP1R inv ag – GLP-1 receptor (human) inverse agonism; HEK293 GLP-1R CRE-luciferase, luminescence, 24 h; GLP-1R form is constitutively active; Potency, µM (doses to about 38.3 µM), for the others: at the top dose activity change, negative = inhibition, actives largely listed as inhibitors; actives 1.6% (n = 410,000); also: potency is read from the fitted curve at half-maximal effect; % is scaled to controls: 0 for no effect and ±100 for the full control effect; nearly all actives have a fitted effect of over 55% in size
# Target sequence (P43220 whole entry, looked up): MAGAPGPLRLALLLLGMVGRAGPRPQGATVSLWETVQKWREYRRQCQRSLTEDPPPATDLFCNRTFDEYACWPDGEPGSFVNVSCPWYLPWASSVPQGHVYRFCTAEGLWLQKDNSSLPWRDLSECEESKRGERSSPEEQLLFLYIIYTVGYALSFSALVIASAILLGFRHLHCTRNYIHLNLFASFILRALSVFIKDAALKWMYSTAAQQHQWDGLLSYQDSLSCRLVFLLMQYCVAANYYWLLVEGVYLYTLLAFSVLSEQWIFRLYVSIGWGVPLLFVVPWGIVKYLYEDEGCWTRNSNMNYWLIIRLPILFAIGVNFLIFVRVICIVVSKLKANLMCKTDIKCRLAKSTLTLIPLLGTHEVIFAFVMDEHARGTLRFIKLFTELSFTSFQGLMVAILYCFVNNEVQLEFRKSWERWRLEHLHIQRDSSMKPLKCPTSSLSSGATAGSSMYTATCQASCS
#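 Luminescence readout: a drop in cAMP-driven luciferase signal flags inverse agonism at a constitutively active GLP-1R stably expressed in HEK293. Compound exposure lasted 24 hr at 37 deg C, 5% CO2.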
# GLP1R cytotox – cytotoxicity in counter-screen for GLP-1R inverse agonists | HEK293 cAMP-luciferase reporter cells, luminescence, 24 h | Potency, µM (top dose mostly 38.3 µM), inactives show top-dose activity change, negative = inhibition, actives largely listed as inhibitors | actives 0.13% (n = 410,000) | AID 624418;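 also: loss of luciferase light is scored as toxicity; potency is read from the fitted curve at half-maximal effect; % is scaled to controls: 0 for no effect and ±100 for the full control effect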
#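 Cells in DMEM/10% Nu serum/1% pen-strep, 1536-well format. Pre-incubated 12 h, dosed with 23 nL compound, incubated a further 24 h. Luciferase detection, 12 min at room temp, luminescence.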
# PTHR1 ag – agonists of human PTHR1 parathyroid hormone receptor. actives 0.075% (n = 410,000). HEK293 GP2 PTHR1 cells, GloSensor cAMP luminescence, 1 h. Potency, µM (highest dose often 115 µM), for the others: at the highest dose activation, most hits filed as activators. Q03431; also: potency is read from the fitted curve at half-maximal effect; nearly all actives have a fitted effect of over 55% in size; some results filed as inactive show a strong effect at the top dose; inactives centre near -15; many of its hits are not listed in these tables
#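 HEK-293-derived GP2 cells expressing PTHR1 and a GloSensor cAMP reporter, 3,000/well, plated overnight, given luciferin plus IBMX (each 0.5 mM as added) for 1 h at 37 °C, then compound for 1 h at 37 °C. Luminescence was read after 15 min at room temperature.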
# TDP-43 yeast inh – rescues yeast growth from TDP-43 toxicity | TDP-43 expressing yeast growth rescue, BacTiter-Glo, 24 h | actives 1.8% (n = 410,000) | Potency, µM (highest dose often 46.1 µM), for inactives: top-dose growth rescue (activation), usual class: activators; also: potency is read from the fitted curve at half-maximal effect; % of control where 0% means no effect; nearly all actives have a fitted effect of over 50% in size
#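 Yeast cells expressing TDP-43 under galactose induction are exposed to compounds for 24 hr at 30 deg C. BacTiter-Glo luminescence measures growth, so protective compounds score as activators.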
# DRD3 antagonist – antagonists of human D3 dopamine receptor; P35462; D3R cells, DiscoveRx beta-arrestin luminescence, antagonist mode; hits give low values; max response, negative = inhibition, %; actives 2.5% (n = 360,000); in the data active = max response below about -50%; inconclusive = no clear call, values can overlap the other calls; also: % is scaled to controls: 0 for no effect and ±100 for the full control effect; mostly tested at two doses, the higher about 12 µM
# Target sequence (P35462 whole entry, looked up): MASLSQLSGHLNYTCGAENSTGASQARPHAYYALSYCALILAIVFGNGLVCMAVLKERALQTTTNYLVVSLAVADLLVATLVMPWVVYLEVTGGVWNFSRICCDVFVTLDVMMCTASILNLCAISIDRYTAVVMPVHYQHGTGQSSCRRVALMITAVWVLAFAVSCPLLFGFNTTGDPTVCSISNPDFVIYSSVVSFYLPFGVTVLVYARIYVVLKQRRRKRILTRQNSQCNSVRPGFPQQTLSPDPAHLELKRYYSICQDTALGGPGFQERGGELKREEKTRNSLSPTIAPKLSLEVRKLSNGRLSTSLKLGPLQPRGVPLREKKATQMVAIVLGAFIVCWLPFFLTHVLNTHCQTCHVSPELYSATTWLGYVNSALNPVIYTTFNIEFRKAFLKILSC
#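 Cells plated overnight at 1500 cells/well, then exposed to library compounds with dopamine controls for 90 minutes at 37 degrees C. DiscoveRx reagent added for 30–60 minutes at room temperature; luminescence read, quantitative HTS format.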
# KB-V1 cytotox – KB-V1 MDR subline cytotoxicity. KB-V1 MDR cells viability, CellTiter-Glo, 72 h. Potency, µM (doses to about 46.1 µM), inactives show top-dose activity change, negative = cytotoxicity, usual class: cytotoxic. actives 3.4% (n = 400,000); also: potency is read from the fitted curve at half-maximal effect; % is scaled to controls: 0 for no effect and ±100 for the full control effect; nearly all actives have a fitted effect of over 60% in size
#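 Cells of the MDR subline KB-V1 are plated, dosed with compound at multiple concentrations, and incubated 72 h at 37 degrees C; CellTiter-Glo is then added and luminescence read after 10 min.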
# DRD3 agonist – D3 dopamine receptor (human) agonism; P35462; D3R DiscoveRx beta-arrestin cells, luminescence, 90 min; max activation, %; actives 0.58% (n = 410,000); AID 652048; in the data active = max activation above about 30%; also: 0% is about no effect; mostly tested at two doses, the higher about 12 µM
#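 Agonist-mode cell screen: cells plated at 1500/well and incubated overnight at 37 °C, then exposed to library compounds for 90 min at 37 °C. Detection reagent was added for 30–60 min at room temperature, and luminescence was read.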
# GLP-1R agonist – activates the human GLP-1 receptor. Potency, µM (highest dose often 45.6 µM), for inactives: at the highest dose activation, actives largely listed as activators. actives 0.007% (n = 380,000). HEK293 GLP-1R CRE-luciferase, luminescence, 4-6 h; cells express a hypersensitive GLP-1R form. AID 624172; also: potency is read from the fitted curve at half-maximal effect; % of control where 0% means no effect
# aSyn yeast inh – alpha-synuclein toxicity inhibition in yeast; Potency, µM (titrated, usually from 46.1 µM), inactives show at the highest dose growth rescue (activation), most hits filed as activators; Yeast expressing alpha-synuclein, growth rescue, BacTiter-Glo, 24 h; actives 0.14% (n = 370,000); AID 652106; also: potency is read from the fitted curve at half-maximal effect; % of control where 0% means no effect; nearly all actives have a fitted effect of over 65% in size
#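 Galactose-induced alpha-syn yeast (OD600=0.02, raffinose-pregrown) + pinned cpd, 24 hr, 30 deg C; growth by BacTiter-Glo luminescence. Growth restoration scores as activation.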
# Starred values were filed as active, the others as inactive; i = inactive; ? = inconclusive; nt = not tested or not shown; & = joins results of further samples; [ ] = remark or other dose. Unless noted, calls follow the shape of the dose curve; as a rule, active = well fitted curve in the direction sought with a large enough effect; inconclusive = small, poorly fitted or top-dose-only effect, or another doubt; inactive = no such curve, though single readings can be large; an effect the other way counts as inactive or inconclusive. Not all compounds are listed; the hit share may differ from the screen's.
SMILES,GLP1R inv ag,GLP1R cytotox,PTHR1 ag,TDP-43 yeast inh,DRD3 antagonist,KB-V1 cytotox,DRD3 agonist,GLP-1R agonist,aSyn yeast inh
COc1ccc(C(C(=O)NC(C)(C)C)n2c(=O)c(-c3ccco3)nc3ccccc32)cc1 (stereo not given),-24%,-11%,-12%,15%,2,?,2,nt,3%
O=C(NCc1ccccc1)c1csc(-c2cccnc2)n1,9%,-6%,i,0%,22,-3%,10,10%,-1%
O=C(COC(=O)c1ccco1)Nc1ccccc1[N+](=O)[O-],12%,18%,-1%,-5%,-1,4%,5,8%,-8%
COc1ccc2nc(SCC(C)=O)c(C#N)cc2c1,34%[activator],1%,-88%[inhibitor],-23%[0.397 µM],-7,10%,-13,23%,15%
Cc1ccccc1Cn1nnc(-c2ccc3c(c2)OCO3)n1,?,5%,-15%[57.5 µM],-6%,-17,0%,-5,3%,7%
CC(C)Sc1nc2c(c(=O)[nH]c(=O)n2C)n1CCc1ccccc1,56%[activator],79%[activator],-9%[57.5 µM],0%,-23,-12%,10,0%,11%
O=C(CP(=O)(c1ccccc1)c1ccccc1)N1CCCCC1,?,-11%,i,1%,0,6%,2,2%,-4%
COCCOC(=O)C1=C(C)NC(SCC(=O)NC(C)(C)C)=C(C#N)C1c1ccco1 (stereo not given),0%,-5%,-58%[inhibitor],-21%,-5,?,-1,0%,9%
Cc1ccc(S(=O)(=O)Nc2ccc(S(=O)(=O)N3CCCC3)cc2)cc1,-12%,8%,-32%[inhibitor][57.5 µM],-1%,-9,?,4,18%,-3%
CN(C(=O)CSc1nc2ccccc2n1CC(=O)N(C)C1CCCCC1)c1ccc(F)cc1,-3%,0%,i,-17%,nt,-17%,-14,nt,nt
C/C(=N\NC(=O)c1ccco1)c1ccc(C(=O)O)s1,9%,-3%,-1%,-6%,-3,-3%,0,-6%,-2%
NC(=O)c1ccc(SCC(=O)OCC(=O)NCc2ccco2)c([N+](=O)[O-])c1,0%,4%,i,-14%,3,9%,-1,-1%,2%
COc1ccc(C(=O)C2CCCN(C(=O)c3ccccc3C(C)=O)C2)cc1F (stereo not given),-8%,-21%,-10%,-13%,2,-20%,0,5%,3%
COc1cc(C(=O)NCc2nnnn2-c2ccc(C)c(C)c2)cc(OC)c1OC,3%,-4%,-16%,9%,nt,nt,-7,nt,nt
C#CCn1c2ccccc2c(=O)n1CCOc1ccccc1OC,10%,-8%,i,28%,1,?,-4,nt,-1%
COc1ccc(-c2noc(-c3ccccc3C(=O)Nc3cccnc3)n2)cc1OC,1%,-28%,i,-7%,-8,-5%,14,23%,0%
O=[N+]([O-])c1ccc(-c2ccc(/C=N/Nc3nc(NCc4ccccc4)nc(N4CCOCC4)n3)o2)cc1,33%,10%,i,-14%[0.397 µM],5,-3%,-1,11%,0%
O=C(Nc1sc2c(c1C(=O)O)CCC2)c1ccccc1F,-23%,-19%,-13%,-5%,-2,-30%,-9,-3%,-11%
COC(=O)c1cc(OC)c(OC)cc1NC(=O)c1csc(C)c1,68%[activator],2%,18%,2%,8,3%,1,7%,0%
CCOc1ccc(-c2noc(CCC(=O)NCCc3ccccc3)n2)cc1OC,12%,3%,i,-9%,12,4%,3,-8%,3%
Cc1occc1-c1nnc(SCC(=O)N2CCOCC2)n1Cc1ccco1,-12%,-17%,i,-11%,17,15%,0,0%,-7%
COc1cc(SC)ccc1C(=O)Nc1ccc(C)cc1,?,-7%,-38%[inhibitor],?,0,?,2,9%,-13%
CC(C)c1csc(CN2CCC(N3CCC(C(=O)NCC4CCCO4)CC3)CC2)n1 (stereo not given),10%,-9%,i,-8%,4,14%,3,-4%,0%
CCn1cc(C(=O)NCCc2ccc(C)cc2)c(=O)c2cc(S(=O)(=O)N(C)C)ccc21,11%&1%,20%&2%,10%&-2%,8%&-10%,-1,-24%&3%,-1&-18,-6%,-6%
CC(C)c1ccccc1OCCCCN1CCCCC1,?,0%,i,3%,-103*,-18%,-22,-5%,0%

# 3 entries drawn at random from those above:
SMILES,GLP1R inv ag,GLP1R cytotox,PTHR1 ag,TDP-43 yeast inh,DRD3 antagonist,KB-V1 cytotox,DRD3 agonist,GLP-1R agonist,aSyn yeast inh
NC(=O)c1ccc(SCC(=O)OCC(=O)NCc2ccco2)c([N+](=O)[O-])c1,0%,4%,i,-14%,3,9%,-1,-1%,2%
COc1cc(C(=O)NCc2nnnn2-c2ccc(C)c(C)c2)cc(OC)c1OC,3%,-4%,-16%,9%,nt,nt,-7,nt,nt
O=C(NCc1ccccc1)c1csc(-c2cccnc2)n1,9%,-6%,i,0%,22,-3%,10,10%,-1%

# The listing continues.
SMILES,GLP1R inv ag,GLP1R cytotox,PTHR1 ag,TDP-43 yeast inh,DRD3 antagonist,KB-V1 cytotox,DRD3 agonist,GLP-1R agonist,aSyn yeast inh
O=C(NC(=S)Nc1nc(-c2ccc(Br)cc2)cs1)c1cccnc1,0%,-22%,-10%[57.5 µM],8%,15,7%,4,-4%,-8%
O=C1C=C(Nc2ccccc2)c2ccccc2C1=O,2%,?,-33%[inhibitor],-11%,?,?,-14,0%,-21%
COc1ccc(CN(C)[C@H]2C[C@H]3c4[nH]c5ccccc5c4CCN3C[C@H]2[C@H](C)O)cc1,?,-10%,-7%,24%,0,?,-16,0%,-2%
CCOc1ccccc1Nc1nc(-c2cccnc2)cs1,-29%,-6%,-22%,11µM*,-10,?,5,4%,-12%
CCCn1c(NCc2ccc(N(CC)CC)cc2)nc2ccccc21,?,?,i,4%,nt,-23%,-7,nt,nt
Cn1c(N)c(C(=O)Nc2cccc(Cl)c2)c(=O)n(C)c1=O,5%,2%,-16%,-1%,20,0%,3,6%,3%
CCn1cc(CNC(=O)c2cc([N+](=O)[O-])c(C)c([N+](=O)[O-])c2)cn1,6%,6%[1.53 µM],-18%,-1%,-2,-22%,-8,7%,14%
Cc1ccc(NC(=S)NNS(=O)(=O)c2ccc3ccccc3c2)cc1Cl,-32%,-14%,i,-7%,2,0%,6,0%,3%
CC1=C(C(=O)Nc2cc(C(=O)N3CCN(c4cccc(C)c4C)CC3)ccc2C)SCCO1,?,-6%,-34%[inhibitor],?,31,?,0,3%,0%
Cc1cc(C)c2c(N)c(C(=O)c3ccc(Br)cc3)oc2n1,7%,67%[activator],-23%,-14%,7,-12%,-7,10%,5%
CC(C)NC(=O)C1(C)CSCC(=O)N1CCCn1ccnc1 (stereo not given),4%,-8%,-13%,16%,7,5%,-1,nt,1%
Cc1ccc2[nH]cc(CCNC(=O)c3ccco3)c2c1,14%,-6%,i,1%,10,-22%,5,9%,-6%
NS(=O)(=O)c1ccc(CNC(=O)c2cc(S(=O)(=O)N3CCOCC3)ccc2N2CCCC2)cc1,19%,7%,i,-3%,0,8%,-5,-1%,-4%
COc1ccc(Nc2nc(N)nc(CSC(=S)N3CCN(C)CC3)n2)cc1,18%,10%,-6%,1%,10,16%,-2,?,-6%
Fc1ccccc1NC(=S)N1CCN(Cc2ccccc2)CC1,-21%,-3%,-11%,11%,0,?,1,-7%,-9%
COc1ccc(C(=O)NC2CC(C)(C)NC(C)(C)C2)cc1OC,12%,6%,i,-3%,0,-11%,-5,-1%,0%
CC(=O)Oc1ccc2c(=O)oc(-c3ccc([N+](=O)[O-])cc3)nc2c1,-1%,-2%,i,3%,-9,25%,5,14%,-3%
CCCn1nnnc1SCC(=O)N1CCN(C(=O)c2ccco2)CC1,-13%,0%,-22%,13%,-3,-10%,0,-12%,1%
CC(=O)C(Sc1ccc2nnc(-c3ccncc3)n2n1)C(C)=O,-14%,16%,-10%,6%,1,-16%,0,-3%,0%
CC1(c2nc3ccccc3[nH]2)CCC(=O)N1C1CC1 (stereo not given),12%,-1%,-10%,16%,9,-12%,6,-6%,1%
Cc1ccc([C@@H]2CC=C(C(=O)O)[C@H](c3ccccc3)N2S(=O)(=O)c2ccccc2C)cc1,?,-14%,-18%,9%,-16,0%,-17,0%,0%
COc1ccc(Cc2noc(CN3CCCC(OCc4ccccn4)C3)n2)cc1OC (stereo not given),24%,6%,-4%,-15%,7,?,7,13%,-6%
Cn1c(SCC(=O)C(C)(C)C)nnc1-c1cccnc1,-2%,16%,i,-8%,6,13%,1,8%,8%
COc1ccc(OC)c(NC(=O)Cn2cc(S(=O)(=O)c3ccccc3)c(=O)c3cc(C)ccc32)c1,3%,2%,-15%,16%,nt,?,-14,-1%,nt
CCC1(c2ccc(F)cc2)NC(=O)N(CC(=O)N(CCC#N)c2ccccc2)C1=O (stereo not given),1%,-1%,-22%,9%,7,-3%,4,-1%,6%

# Limited to GLP1R cytotox, TDP-43 yeast inh and GLP-1R agonist (six entries from above):
SMILES,GLP1R cytotox,TDP-43 yeast inh,GLP-1R agonist
COc1cc(SC)ccc1C(=O)Nc1ccc(C)cc1,-7%,?,9%
CC(C)c1csc(CN2CCC(N3CCC(C(=O)NCC4CCCO4)CC3)CC2)n1 (stereo not given),-9%,-8%,-4%
CCn1cc(C(=O)NCCc2ccc(C)cc2)c(=O)c2cc(S(=O)(=O)N(C)C)ccc21,20%&2%,8%&-10%,-6%
CC(C)c1ccccc1OCCCCN1CCCCC1,0%,3%,-5%
O=C(NC(=S)Nc1nc(-c2ccc(Br)cc2)cs1)c1cccnc1,-22%,8%,-4%
O=C1C=C(Nc2ccccc2)c2ccccc2C1=O,?,-11%,0%

# Bioassay records from PubChem BioAssay.
